pAkt inh = blocks phosphorylation of Akt. actives 0.32% (n = 360,000). Neuro2A IGF-stimulated pAkt S473 HTRF, 20 min; hits give low values. AID 651550. activity change, % for hits at 50 µM; in the data active = activity change below about -80%; inconclusive = mostly about -51% to -80%; also: % is scaled to controls: 0 for no effect and ±100 for the full control effect
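Single-point screen (50 µM final compound) in Neuro2A cells stimulated 20 min with 6 nM IGF at 37 deg C. After lysis, Ser473-phosphorylated Akt read by HTRF (ex 330 nm, em 615/665 nm) as the 665/615 ratio.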
Nrf2 inh = Nrf2 pathway inhibition. A549 ARE-Fluc reporter, luciferase luminescence, 18-24 h. Potency, µM (doses to about 46 µM), inactives show at the highest dose activity change, negative = inhibition, hits mostly inhibitors. actives 2.1% (n = 360,000). AID 504444; also: potency is read from the fitted curve at half-maximal effect; % is scaled to controls: 0 for no effect and ±100 for the full control effect; nearly all actives have a fitted effect of over 60% in size
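A549 ARE_Fluc cells (5000/well, 5% FBS OPTI-MEM) pre-incubated 2 h, then treated with compounds 18-24 h at 37C/5% CO2 in concentration-response. CellTiter-Fluor viability read first; BugLite luciferase luminescence after 15 min at room temperature gives Nrf2 activity.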
EPAC2 antag = EPAC2 (human) antagonism | Q8WZA2 | EPAC2 GEF exchange of Rap1B-BODIPY-GDP, fluorescence | Potency, µM (series often up to 114 µM), for the others: at the highest dose activity, negative = inhibition, usual class: inhibitors | actives 0.18% (n = 360,000) | AID 720708; also: potency is read from the fitted curve at half-maximal effect; % is scaled to controls: 0 for no effect and ±100 for the full control effect; nearly all actives have a fitted effect of over 45% in size; many of its hits are not listed in these tables
Target sequence (Q8WZA2 whole entry, looked up): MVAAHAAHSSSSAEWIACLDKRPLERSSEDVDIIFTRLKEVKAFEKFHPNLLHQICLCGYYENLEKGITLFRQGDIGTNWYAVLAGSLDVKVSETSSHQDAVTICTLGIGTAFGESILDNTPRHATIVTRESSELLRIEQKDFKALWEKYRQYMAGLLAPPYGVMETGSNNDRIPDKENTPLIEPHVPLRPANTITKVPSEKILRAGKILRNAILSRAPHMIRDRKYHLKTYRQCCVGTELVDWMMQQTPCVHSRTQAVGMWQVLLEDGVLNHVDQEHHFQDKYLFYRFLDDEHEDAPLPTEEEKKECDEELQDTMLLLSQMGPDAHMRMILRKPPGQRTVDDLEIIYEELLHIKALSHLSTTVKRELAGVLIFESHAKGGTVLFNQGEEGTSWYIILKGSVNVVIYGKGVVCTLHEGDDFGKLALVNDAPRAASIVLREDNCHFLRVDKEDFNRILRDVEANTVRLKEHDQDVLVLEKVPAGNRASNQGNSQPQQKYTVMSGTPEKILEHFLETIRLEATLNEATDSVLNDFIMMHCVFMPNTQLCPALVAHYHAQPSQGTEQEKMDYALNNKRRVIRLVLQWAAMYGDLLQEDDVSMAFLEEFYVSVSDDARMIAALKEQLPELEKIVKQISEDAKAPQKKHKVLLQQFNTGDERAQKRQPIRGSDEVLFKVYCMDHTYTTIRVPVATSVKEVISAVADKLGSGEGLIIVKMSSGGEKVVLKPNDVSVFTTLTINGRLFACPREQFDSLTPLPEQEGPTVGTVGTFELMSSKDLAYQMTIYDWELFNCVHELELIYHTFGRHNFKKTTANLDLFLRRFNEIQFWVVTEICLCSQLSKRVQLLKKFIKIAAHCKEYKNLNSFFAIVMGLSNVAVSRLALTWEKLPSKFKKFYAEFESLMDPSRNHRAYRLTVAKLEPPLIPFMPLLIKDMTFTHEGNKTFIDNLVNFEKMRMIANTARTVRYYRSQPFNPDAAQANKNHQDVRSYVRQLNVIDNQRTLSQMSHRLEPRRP
CCT chaperon mod = modulators of cytosolic chaperonin (CCT/TRiC) activity; purified chaperonin ATPase assay, HTRF ADP detection, 30 min; activity change, % (concentration not given with the values), hits read low; actives 0.3% (n = 360,000); AID 651819; in the data active = activity change below about -30%; also: % is scaled to controls: 0 for no effect and ±100 for the full control effect
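Nucleotide hydrolysis assay: TRiC at 20–40 nM final (set by batch activity) with 10 uM ATP, 30 min at 37 °C, in presence of 76 uM compound. Detection by competitive ADP HTRF, 30 min ambient.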
TGFb inhibitor = TGF-b pathway inhibition | HepG2 CAGA-GFP TGF-b/SMAD3 reporter, GFP fluorescence, 18 h; TGF-beta stimulated, 500 pg/mL final | Potency, µM (top dose mostly 46.1 µM), inactives show at the highest dose activity, negative = inhibition, hits mostly inhibitors | actives 1.2% (n = 410,000); also: potency is read from the fitted curve at half-maximal effect; % is scaled to controls: 0 for no effect and ±100 for the full control effect; nearly all actives have a fitted effect of over 65% in size
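Cell-based qHTS in HEPG2 carrying a CAGA-GFP Smad reporter; compounds added before 500 pg/mL final TGF-beta, 18 h incubation at 37 degrees C, GFP fluorescence quantified per cell by imaging cytometry.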
A549 viability = kills or reduces viability of A549 cells in Nrf2 counter-screen; AID 504648; actives 0.16% (n = 390,000); A549 ARE-Fluc cells, CellTiter-Fluor viability, 18-24 h; Potency, µM (titrated, usually from 46 µM), inactives show top-dose activity change, negative = cytotoxicity, most hits filed as inhibitors; also: potency is read from the fitted curve at half-maximal effect; % is scaled to controls: 0 for no effect and ±100 for the full control effect
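A549 ARE_Fluc cells in 5% FBS OPTI-MEM were exposed to compounds in concentration-response for 18-24 h at 37 deg C. Viability was read by CellTiter-Fluor fluorescence (Ex 405/Em 525) after 30 min, before the luciferase read.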
Mm-Cpn inhibitor = blocks the Methanococcus maripaludis chaperonin Mm-Cpn; Potency, µM (highest dose often 76.9 µM), inactives show at the highest dose activity, negative = inhibition, hits mostly inhibitors; AID 504842; actives 0.031% (n = 330,000); purified Mm-Cpn ATPase, ADP Transcreener TR-FRET; also: potency is read from the fitted curve at half-maximal effect; % is scaled to controls: 0 for no effect and ±100 for the full control effect; nearly all actives have a fitted effect of over 80% in size
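Quantitative HTS used 25 nM Mm-CPN and 10 uM ATP in magnesium/KCl Tris buffer, pH 7.4, with 1 mM DTT. Hydrolysis ran 30 min at 37°C; ADP was read by HTRF.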
EPAC2 ag = EPAC2 (human) agonism | AID 720711 | Q8WZA2 | Potency, µM (titrated, usually from 154 µM), for the others: at the top dose activation, hits mostly activators | EPAC2 activation, biochemical qHTS; response scale: 100% = 6.5 mM cAMP response | actives 0.079% (n = 360,000); also: potency is read from the fitted curve at half-maximal effect; nearly all actives have a fitted effect of over 50% in size
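qHTS, titration series. 100 nM EPAC2 / 250 nM Rap1B-BODIPY-GDP / 50 uM GDP; RT; ex 480/em 540 nm, 5-min reads to 30 min. Norm. to 6.5 mM cAMP = activation.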
Nrf2 ARE act = activators of Nrf2 (ARE) signaling | AREc32 ARE-luciferase reporter (MCF7-derived line), luminescence, 24 h | Potency, µM (highest dose often 46.1 µM), without a hit: top-dose activation, actives largely listed as activators | actives 0.31% (n = 410,000); also: potency is read from the fitted curve at half-maximal effect; % of control where 0% means no effect; nearly all actives have a fitted effect of over 65% in size
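AREc32_Fluc, 1000 cells/well, OPTI-MEM + 5% FBS, o/n 37 deg C 5% CO2; 23 nL cpd by pin tool, 24 hr; Steady-Glo 30 min RT, luminescence.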
* marks the source's active call; other numbers are inactive results; i = inactive; ? = inconclusive; . = no result given; & = joins results of further samples. Unless noted, calls follow the shape of the dose curve; as a rule, active = well fitted curve in the direction sought with a large enough effect; inconclusive = small, poorly fitted or top-dose-only effect, or another doubt; inactive = no such curve, though single readings can be large; an effect the other way counts as inactive or inconclusive. The list is partial; rates above refer to the full screens.

No. | Compound | pAkt inh | Nrf2 inh | EPAC2 antag | CCT chaperon mod | TGFb inhibitor
1 | N#CCCN1CCN(S(=O)(=O)c2ccc(S(=O)(=O)N3CCCCCC3)cc2)CC1 | i | -3% | 7% | -2.8 | 3%
2 | COC(=O)c1ccc(Oc2nc(SC)nc(N(C)C)n2)cc1 | i | -7% | -4% | -1.5 | 0%
3 | Cc1ccc(NC(=O)/C(=C/c2ccncc2)NC(=O)c2ccccc2)cc1 | i | -23% | 2% | -2.0 | 2%
4 | CCc1nc(C)cn1S(=O)(=O)c1cc(Br)c(C)cc1OC | i | . | -8% | -0.6 | ?
5 | O=C(CN1CCN(Cc2ccccc2)CC1)Nc1cccc(Cl)c1 | i | -6% | -3% | 0.7 | -1%
6 | Cc1ccc(N2CC(C(=O)OCc3ccccc3)CC2=O)cc1 (configuration not stated) | i | 8% | -7% | -0.1 | -3%
7 | CCN(C[C@H]1N[C@@](Cc2ccccc2)(C(=O)OC)[C@H]2C(=O)N(Cc3ccccc3)C(=O)[C@@H]12)S(=O)(=O)c1ccc(OC(F)(F)F)cc1 | i | -2% | -1% | 1.5 | -8%
8 | CCn1cc(-c2nnnn2-c2ccc(Cl)cc2)c(=O)c2ccccc21 | i | -2% | -5% | -5.2 | -11%
9 | CCC(CC)NC(=O)C1CCN(c2ccc(S(=O)(=O)N3CCOCC3)cc2[N+](=O)[O-])CC1 | i | ? | -1% | -0.3 | 9%
10 | COc1ccc(NC(=O)CC2C(=O)OCC3CCCCN32)cc1Cl (configuration not stated) | i | 3% | 13% | -0.8 | 0%
11 | CSc1ncc(Cl)c(C(=O)NCc2ccc(C)cc2)n1 | . | -1% | . | . | -4%
12 | COc1ccc(C)c2sc(=NC(=O)c3ccc(C(C)=O)cc3)n(C)c12 | i | ? | -4% | 0.0 | -9%

No. | A549 viability | Mm-Cpn inhibitor | EPAC2 ag | Nrf2 ARE act
1 | -10% | 1% | 2% | -1.2%
2 | -6% | 1% | -2% | -0.2%
3 | 4% | 0% | 7% | -0.5%
4 | 1% | 2% | -9% | 0.5%
5 | -11% | -3% | 7% | 0.1%
6 | 2% | 0% | 7% | 3.3%
7 | -1% | 2% | -5% | 3.2%
8 | -14% | 0% | 6% | 0.0%
9 | -7% | 0% | -4% | 0.0%
10 | -2% | 0% | -2% | -0.1%
11 | 0% | . | . | 25%
12 | 2% | -4% | 3% | 0.4%

Just EPAC2 ag (2 entries from above):
item | SMILES | EPAC2 ag
4 | CCc1nc(C)cn1S(=O)(=O)c1cc(Br)c(C)cc1OC | -9%
5 | O=C(CN1CCN(Cc2ccccc2)CC1)Nc1cccc(Cl)c1 | 7%

Following part.
No. | Compound | pAkt inh | Nrf2 inh | EPAC2 antag | CCT chaperon mod | TGFb inhibitor
13 | CC(C)C(=O)NNC(=O)c1c(O)c2ccccc2[nH]c1=O | i | -14% | -4% | -3.1 | -5%
14 | CCOC(=O)COc1nc(C)cc(C(F)(F)F)c1C#N | i | -7% | 0% | -4.0 | 3%
15 | COc1ccc(C(=O)N/N=C/c2cccnc2)cc1 | i | 4% | 12% | -2.6 | 7%
16 | CCC(=O)Nc1ccc(NC(=O)CSc2nc3c(c(=O)n(C)c(=O)n3C)n2CC)cc1 | i | -14% | 10% | -0.6 | ?
17 | COc1cccc(N2CCN(CC(=O)NCc3ccccc3)CC2)c1 | i | 1% | 3% | -2.0 | -15%
18 | OCC1OC(n2cnc3c(NC4CCCCC4)ncnc32)C(O)C1O (configuration not stated) | i | 0% | 16% | -1.1 | 6%
19 | COCCN(C(=O)Nc1ccccc1)C(C)c1cccnc1 (configuration not stated) | i | 7% | 3% | 1.5 | 4%
20 | O=C(OCC(=O)N1CCCCC1)c1ccc(OC(F)(F)F)cc1 | i | 5% | 3% | -2.7 | 13%
21 | O=C(c1cccc(C(F)(F)F)c1)N1CCN(c2cc(=O)[nH]nc2-c2ccccc2)CC1 | i | -9% | -2% | -2.8 | -5%
22 | O=c1cc(C(F)(F)F)[nH]c2ccc(C(F)(F)F)cc12 | i | 21µM* | 0% | -0.3 | ?
23 | CCN(CC)CCN1C(=O)C(=O)/C(=C(/O)c2ccc(F)cc2)C1c1ccncc1 (configuration not stated) | i | 5% | 9% | 1.2 | -19%
24 | CC(NC(=O)C1CCCN(S(=O)(=O)c2cccs2)C1)c1ccccc1 (configuration not stated) | i | 8% | 5% | -1.0 | 1%

No. | A549 viability | Mm-Cpn inhibitor | EPAC2 ag | Nrf2 ARE act
13 | -5% | 0% | 3% | -0.5%
14 | 5% | 1% | 13% | -1.1%
15 | -9% | 1% | 3% | -0.2%
16 | -3% | 1% | 11% | 15%
17 | -2% | 0% | -5% | 0.0%
18 | -3% | . | 15% | 1.0%
19 | 0% | 2% | -7% | 0.2%
20 | 3% | 1% | 2% | 2.2%
21 | 0% | -2% | 6% | 0.0%
22 | ? | -2% | 2% | 8.1%
23 | -2% | -1% | 3% | 3.2%
24 | -4% | 0% | 4% | 0.6%

Further structures
No. | Compound | pAkt inh | Nrf2 inh | EPAC2 antag | CCT chaperon mod | TGFb inhibitor
25 | CCOC(=O)COc1cccc2c(=O)n(CC(=O)N3CCC(C)CC3)ccc12 | i | 17% | -9% | 0.8 | 3%
26 | CCCN(CCC)C(=O)Cn1c(=O)n(Cc2ccc(C(=O)NCCc3ccc(Cl)cc3)cc2)c(=O)c2ccccc21 | . | 4% | . | . | -2%
27 | O=c1oc2ccccc2c(N2CCCCC2)c1CN1CCCC1 | i | -6% | -6% | 0.2 | -7%
28 | O=C1CSC(=S)N1/N=C/c1ccc(O)c([N+](=O)[O-])c1 | i | 4% | ? | -0.7 | -3%
29 | O=C1CNC(=O)N1c1ccc(Cl)cc1 | i | 9% | 1% | 1.4 | -5%
30 | Cc1cccc(N(Cc2cc3ccccc3[nH]c2=O)C(=O)c2ccco2)c1C | i | -1% | 6% | -2.0 | -1%
31 | CC(=O)NCCNC(=O)C1Cc2c(-c3ccccc3Oc3ccccc3)ccnc2O1 (configuration not stated) | i | . | 7% | -0.7 | 8%
32 | Cc1c(NC(=O)OCCNC(=O)Nc2ccccc2)sc(=S)n1C | i | 9% | 5% | -3.4 | -9%
33 | CCc1ccccc1NS(=O)(=O)c1ccc2c(c1)C(C)(C)C(=O)N2C | i | -7% | -20% | -0.6 | -5%
34 | CC(C)(C)CC(=O)NCCc1csc(-c2ccccc2)n1 | i | 4% | -6% | -2.6 | 0%
35 | COc1ccc(/C=C(\NC(=O)c2cccs2)C(=O)NN)cc1OC | i | 1% | 5% | 0.2 | -19%
36 | CCCCSCCCNC(=O)c1cn(C)c2ccc(S(=O)(=O)N3CCCCC3)cc2c1=O | . | 12% | . | . | 14%

No. | A549 viability | Mm-Cpn inhibitor | EPAC2 ag | Nrf2 ARE act
25 | -6% | 0% | -3% | -0.1%
26 | -9% | . | . | -0.5%
27 | 0% | -2% | 2% | -0.4%
28 | -8% | -3% | 1% | 6.0%
29 | 1% | -1% | 2% | 0.1%
30 | 3% | 1% | 1% | 0.6%
31 | . | . | 6% | -0.8%
32 | -7% | -1% | 2% | 0.5%
33 | -10% | 1% | 10% | -0.3%
34 | 3% | 0% | -5% | 0.2%
35 | -2% | 2% | 11% | 4.0%
36 | 5% | . | . | -0.6%

New compounds follow
No. | Compound | pAkt inh | Nrf2 inh | EPAC2 antag | CCT chaperon mod | TGFb inhibitor
37 | CSc1nnc(SCC2=NNC(=O)SC2)s1 | i | 9% | 6% | -1.4 | 5%
38 | O=C(COC(=O)c1ccccc1S(=O)(=O)N1CCCCC1)NCC(F)(F)F | i | -5% | -3% | -3.4 | -15%
39 | O=C(CSc1ncnc2c1oc1ccccc12)Nc1ccc2c(c1)OCCO2 | i | ? | -1% | -3.4 | -1%
40 | O=C(NCc1cccnc1)c1ccccc1Br | i | 10% | 3% | -2.4 | 3%
41 | CCOC(=O)N1CCC(NC(=O)CSCc2nc(-c3ccc(OCC)cc3)oc2C)CC1 | i | -29% | 4% | -1.1 | -23%
42 | CC(=O)NC(Cc1ccc(F)c(F)c1)C(=O)NC1CCN(C(=O)c2ccc(C)cc2)CC1 (configuration not stated) | i | -13% | 5% | 0.2 | ?
43 | O=C(NCCNCCO)C1(C(F)(F)F)C/C(=C\Cc2ccccc2)CCCO1 (configuration not stated) | i | 3%&11% | 0% | -0.7 | 5%&-10%
44 | Cc1ccc(NC(=O)c2cc(C)no2)cc1 | i | ? | 1% | 0.5 | -7%

No. | A549 viability | Mm-Cpn inhibitor | EPAC2 ag | Nrf2 ARE act
37 | 0% | 1% | 2% | 0.1%
38 | -5% | -3% | 9% | -0.1%
39 | -25% | . | 6% | 7.2%
40 | 3% | 1% | 6% | 0.0%
41 | 1% | 1% | 4% | 0.0%
42 | 2% | -2% | 4% | -0.2%
43 | 1%&1% | . | 0% | 0.1%
44 | 1% | -5% | 5% | 2.6%

Record cards, from the list above.
O=C(NCc1cccnc1)c1ccccc1Br reads pAkt inh: i; Nrf2 inh: 10%; EPAC2 antag: 3%; CCT chaperon mod: -2.4; TGFb inhibitor: 3%; A549 viability: 3%; Mm-Cpn inhibitor: 1%; EPAC2 ag: 6%; Nrf2 ARE act: 0.0%
CSc1nnc(SCC2=NNC(=O)SC2)s1 reads pAkt inh: i; Nrf2 inh: 9%; EPAC2 antag: 6%; CCT chaperon mod: -1.4; TGFb inhibitor: 5%; A549 viability: 0%; Mm-Cpn inhibitor: 1%; EPAC2 ag: 2%; Nrf2 ARE act: 0.1%

Assay outcomes (PubChem BioAssay)
